Compound activity deposited in PubChem by National Center for Advancing Translational Sciences (NCATS).
TCR act: activates T cell receptor signaling. primary human leukocytes, anti-CD3, IL-2 HTRF, 48 h. Potency, µM (titrated, usually from 9.22 µM), for the others: top-dose activation of IL-2 secretion, usual class: activators. 330,000 tested, under 10 active; also: % of control where 0% means no effect
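1) Mix primary human leukocytes, a-CD3 beads and compound. 2) Incubate 48 hr. 3) Add HTRF IL-2 reagents (a-IL-2-K, a-IL-2-d2).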
Tb PFK inh: inhibitors of T. brucei phosphofructokinase; O15648; T. brucei PFK, ADP-Glo luminescence; Potency, µM (highest dose often 57.5 µM), for the others: at the highest dose activity, negative = inhibition, most hits filed as inhibitors; 330,000 tested, 0.17% active; AID 485367;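 also: potency is read from the fitted curve at half-maximal effect; 0% = uninhibited 1x PFK enzyme wells and -100% = no-enzyme wells; nearly all actives have a fitted effect of over 60% in size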
Target sequence (O15648 whole entry, looked up): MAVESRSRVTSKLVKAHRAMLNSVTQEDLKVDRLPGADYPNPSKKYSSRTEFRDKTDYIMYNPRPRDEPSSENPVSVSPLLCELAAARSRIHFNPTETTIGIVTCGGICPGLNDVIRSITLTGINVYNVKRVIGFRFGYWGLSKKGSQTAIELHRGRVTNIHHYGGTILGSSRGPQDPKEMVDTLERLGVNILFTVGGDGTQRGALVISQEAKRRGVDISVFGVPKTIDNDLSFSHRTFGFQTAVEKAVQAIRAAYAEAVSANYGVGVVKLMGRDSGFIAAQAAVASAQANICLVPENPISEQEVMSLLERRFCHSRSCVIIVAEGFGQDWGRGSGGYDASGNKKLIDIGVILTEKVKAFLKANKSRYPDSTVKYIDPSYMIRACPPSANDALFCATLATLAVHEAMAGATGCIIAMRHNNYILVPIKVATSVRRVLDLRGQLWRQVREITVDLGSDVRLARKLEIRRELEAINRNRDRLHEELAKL
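Activity is normalized to no-enzyme wells (full inhibition) and 1.25 nM enzyme wells (no inhibition). Reaction: 0.5 mM F6P, 0.1 mM ATP, 45 min RT, ADP-Glo luminescence; concentration-response curves fitted and classed by quality.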
FBPA coupling cs: counter-screen for Giardia aldolase inhibitors: coupling enzyme system | coupling enzyme system counterscreen, AmpLite Red fluorescence | activity change, negative = inhibition, % at 58.2 µM, hits read low | 290,000 tested, 0.67% active | AID 2472; in the data active = activity change below about -30%; also: % is scaled to controls: 0 for no effect and ±100 for the full control effect
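Coupling enzymes only (glyceraldehyde-3-phosphate) + compound, at 57.5 uM final, 10 min RT; add substrate/coupling/AmpLite Red mix, 20 min RT; fluorescence ex 525/em 598 nm. Actives flag coupling-system interference.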
hERG WT inh: blocks the wildtype human KCNH2 potassium channel | U2OS, BacMam KCNH2, thallium flux FluxOr; stronger effect = lower value | activity change, % at 1.84 µM | 340,000 tested, 0.37% active;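 active = maximum activity change below -70%; inconclusive = maximum activity change between -70% and -50%; inactive = maximum activity change above -50%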; also: % is scaled to controls: 0 for no effect and ±100 for the full control effect
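U2OS cells were transduced with wild-type KCNH2 virus (2.03 x 10^8 / mL) for 4 h at room temperature, then cultured overnight at 37 C. Thallium flux was read with FluxOr dye. Rate constants were normalized to DMSO controls.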
A-T KAP1 phos: potential ataxia-telangiectasia treatment; Potency, µM (highest dose often 57.5 µM), without a hit: top-dose activation, actives largely listed as activators; AID 485349; 320,000 tested, 0.19% active; […] A-T fibroblasts, KAP-1 phosphorylation AlphaLISA; neocarzinostatin DNA damage 30 min before lysis; also: potency is read from the fitted curve at half-maximal effect; % of control where 0% means no effect; nearly all actives have a fitted effect of over 45% in size
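ATM-like activity read as KAP-1 phosphorylation via AlphaLISA donor/acceptor antibody pairs after lysis and 6 hr at 25C. Cells were ATM-null patient fibroblasts ([…], hTERT), dosed 60 min, then exposed to the DSB inducer NCS for 30 min.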
Giardia killer: Giardia lamblia killing; Giardia lamblia trophozoite viability; activity change, % at 7.66 µM, hits read low; 340,000 tested, 0.15% active; AID 540267; in the data active = activity change below about -80%; inconclusive = between about -30% and that limit;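 also: parasites exposed to compound for two days anaerobically before the ATP read; % is scaled to controls: 0 for no effect and ±100 for the full control effect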
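ATP-content bioluminescence gauges trophozoite survival. Cells (100/well) receive compound and incubate anaerobically for 48 hrs at 37 deg C; detection reagent follows for 15-30 min at room temperature.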
TSHR antag: human thyrotropin receptor antagonism. TSHR-expressing cells, TSH-stimulated cAMP HTRF, 2 h; stronger effect = lower value. activity change, negative = inhibition, % at 11.5 µM. 330,000 tested, 0.2% active;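 active = activity change below a set negative limit, meaning inhibition stronger than a set level, cut at about -70% in these data; inconclusive = activity change between two set negative limits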; also: % is scaled to controls: 0 for no effect and ±100 for the full control effect
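Cell-based HTRF cAMP assay; TSHR cells + compound, TSH EC80 (4nM final), 2 h, 37 deg C. Lysis with anti-cAMP cryptate and cAMP-d2, 30 min RT, read 665/620 nm.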
CXXC DNA block: blocks binding of human MLL CXXC domain to DNA; MLL-CXXC / FITC-HOXA9 DNA fluorescence polarization; Potency, µM (series often up to 115 µM), for inactives: at the top dose activity change, negative = inhibition, actives largely listed as inhibitors; Q03164; 290,000 tested, 0.037% active; active = well fitted inhibition curve with a large enough effect in the polarisation, with a control signal flat, not every such curve was filed as active; inconclusive = small, poorly fitted or top-dose-only effect, or effect the other way, or a change in a side signal; inactive = no such curve, though single readings can be large or run the other way; the % refers to the polarisation; also: potency is read from the fitted curve at half-maximal effect
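Fluorescence polarization: 7 uM MLL-CXXC (stock) preincubated 5 min with compounds, then 50 nM fluorescein-HOX-A9 DNA (stock) added; 30 min ambient. Buffer 50 mM Tris-HCl pH 7.5, 50 mM NaCl, 1 mM DTT, 0.05% BSA.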
BCR signal inh: chronic active BCR signaling inhibition; ABC-DLBCL IkBa-CBG/CBR reporter, luminescence ratio, 4 h; Potency, µM (series often up to 46.1 µM), without a hit: at the highest dose ratio change, negative = lower green/red ratio, usual class: inhibitors; 340,000 tested, 0.05% active; AID 493014; active = well fitted inhibition curve with a large enough effect in the signal ratio, with a control signal flat, not every such curve was filed as active; inconclusive = small, poorly fitted or top-dose-only effect, or effect the other way, or a change in a side signal; the % refers to the signal ratio;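 also: potency is read from the fitted curve at half-maximal effect; plate controls were basal doxycycline-induced cells for no effect and cells given 10 µM MG132 for full effect; MG132 reads +100%, hits lower the ratio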
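Concentration-response series (up to 46 uM) were applied to TMD8 dual-reporter cells for 4 h at 37C with doxycycline. Green/red ratio, after filter-overlap correction, defined %Activity; red signal alone was normalised to basal cells and zero luminescence.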
GALK inhibitor: galactokinase (human) inhibition; P51570; Purified GALK, Kinase-Glo residual ATP luminescence; Potency, µM (series often up to 57.5 µM), for inactives: top-dose activity change, negative = inhibition, actives largely listed as inhibitors; 270,000 tested, 0.007% active; AID 1868; also: potency is read from the fitted curve at half-maximal effect; % is scaled to controls: 0 for no effect and ±100 for the full control effect
Target sequence (P51570 whole entry, looked up): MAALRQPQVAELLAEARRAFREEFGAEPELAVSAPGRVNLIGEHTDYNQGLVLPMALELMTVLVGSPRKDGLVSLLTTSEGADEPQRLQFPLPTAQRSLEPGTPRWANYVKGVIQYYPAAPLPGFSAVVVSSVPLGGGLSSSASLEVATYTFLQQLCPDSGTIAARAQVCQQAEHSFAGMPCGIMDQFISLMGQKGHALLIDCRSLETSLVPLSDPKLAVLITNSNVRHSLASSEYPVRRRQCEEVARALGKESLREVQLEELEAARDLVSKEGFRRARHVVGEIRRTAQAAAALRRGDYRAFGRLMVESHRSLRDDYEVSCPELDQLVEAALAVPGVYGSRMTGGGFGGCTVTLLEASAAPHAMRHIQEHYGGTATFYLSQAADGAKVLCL
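Kinase-Glo Plus luminescence measured ATP left after a 1 h room-temperature reaction. The reaction used 5 nM GALK, 100 uM galactose and 35 uM ATP at pH 8.0 (20 mM HEPES, 5 mM MgCl2, 60 mM NaCl, 1 mM DTT, 0.01% BSA).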
Starred values were filed as active, the others as inactive; ? = inconclusive; · = not tested or not shown; [ ] = another dose, or the depositor's remark. Unless noted, calls follow the shape of the dose curve; as a rule, active = well fitted curve in the direction sought with a large enough effect; inconclusive = small, poorly fitted or top-dose-only effect, or another doubt; inactive = no such curve, though single readings can be large; an effect the other way counts as inactive or inconclusive.

SMILES	TCR act	Tb PFK inh	FBPA coupling cs	hERG WT inh	A-T KAP1 phos	Giardia killer	TSHR antag	CXXC DNA block	BCR signal inh	GALK inhibitor
Cc1ccc(OCCC(=O)OCC(=O)C(C)(C)C)cc1	-1%	-17%	3	10	2%	6	1	-1%	?	0%
NC(=O)c1cc([N+](=O)[O-])ccc1NCc1cccc([N+](=O)[O-])c1	-10%	-4%	·	2	8%	-9	-6	·	3%	·
COCCCn1c(C)csc1=Nc1cccnc1	-2%[46.1 µM]	-1%	2	20	1%	8	9	4%	1%	2%
COc1ccc(C2CC(=O)c3cnc(NC(=O)c4cc(OC)cc(OC)c4)nc3C2)cc1 (stereo not drawn)	4%	-2%	4	2	4%	9	12	-5%	?	1%
Cc1ccc(-c2n[nH]c(=S)n2/N=C/c2ccc(C)s2)cc1	3%	2%	3	-3	3%	-8	6	9%	13%	-3%
COc1ccnc(Oc2ccc(Cl)cc2)c1C#N	-3%	-1%	5	21	-1%	-12	14	10%	2%	0%
CCCN1CCN(C(=O)CCCNC(=O)c2ccc(Cl)cc2)CC1	-5%	0%	0	4	-9%	-2	-8	-1%	3%	-3%
O=C(COC(=O)[C@@H]1CCCN1S(=O)(=O)c1ccc(Cl)cc1)NCC(F)(F)F	6%[46.1 µM]	-1%	0	-6	-10%	10	6	2%	3%	0%
CC(OC(=O)c1ccncc1)C(=O)NC1CCCC1 (stereo not drawn)	8%	0%	2	-6	1%	-18	2	11%	3%	0%
CC(C)C(C(=O)NCC1CCCO1)N(Cc1cccs1)C(=O)CNS(=O)(=O)c1ccccc1 (stereo not drawn)	0%	-1%	-1	5	-2%	-3	-2	-1%	-5%	10%
O=C(NCCN1CCCC1)c1cc(-c2ccncc2)nc2ccc(S(=O)(=O)N3CCOCC3)cc12	3%	-1%	4	-2	-2%	10	5	5%	1%	-1%
O=C(NNS(=O)(=O)c1ccc(F)cc1)c1ccccc1F	-1%	-8%	-1	-3	3%	-16	5	5%	0%	0%
COc1cccc(CN2CCCN(S(=O)(=O)c3ccc(Br)cc3)CC2)c1	11%	0%	1	-88*	6%	11	-5	-2%	0%	0%
N#C/C(=C/c1cccc(C(F)(F)F)c1)c1nc(CCN2C(=O)c3ccccc3C2=O)cs1	4%	0%	-2	17	8%	-15	-6	16%	?	-6%
Nn1c(SCC(=O)N2CCc3ccccc3C2)nnc1-c1cccs1	-3%	1%	-1	0	-2%	-1	12	4%	-4%	0%
Cc1cc(C)c2c(CN3CCC(C)CC3)cc(=O)oc2c1C	-4%	0%	3	-13	2%	6	15	20%	6%	3%
O=C1C2C3C=CC(C3)C2C(=O)N1c1nc2ccccc2s1 (stereo not drawn)	1%[46.1 µM]	-5%	4	6	-3%	-24	19	7%	1%	0%
O=C1NCCOC(=O)[C@@H](Cc2ccc(F)cc2)CC/C=C/C[C@H]1CC(=O)N(CCO)Cc1ccccc1	-5%	6%	·	-4	8%	15	9	·	1%	·
Cc1nc2sc(C(c3ccco3)N3CCN(c4ccc(F)cc4)CC3)c(O)n2n1 (stereo not drawn)	-7%	-1%	1	6	15%	2	4	0%	-4%	1%
COc1cc(-c2nc3cnccn3c2Nc2ccc(C(C)C)cc2)ccc1O	-2%	1%	-1	-17	4%	6	6	21%	?	-4%

Two records drawn at random from the list so far:
SMILES	TCR act	Tb PFK inh	FBPA coupling cs	hERG WT inh	A-T KAP1 phos	Giardia killer	TSHR antag	CXXC DNA block	BCR signal inh	GALK inhibitor
COc1cc(-c2nc3cnccn3c2Nc2ccc(C(C)C)cc2)ccc1O	-2%	1%	-1	-17	4%	6	6	21%	?	-4%
N#C/C(=C/c1cccc(C(F)(F)F)c1)c1nc(CCN2C(=O)c3ccccc3C2=O)cs1	4%	0%	-2	17	8%	-15	-6	16%	?	-6%

Going on with the list:
SMILES	TCR act	Tb PFK inh	FBPA coupling cs	hERG WT inh	A-T KAP1 phos	Giardia killer	TSHR antag	CXXC DNA block	BCR signal inh	GALK inhibitor
O=C(NCC1CCCO1)c1cccc(C(=O)NCC2CCCO2)c1 (stereo not drawn)	·	1%	1	0	1%	?	18	0%	5%	1%
Cc1cc(Nc2c(C#N)c(N)nn2C)ccc1F	6%	0%	1	-1	-2%	-12	9	-3%	0%	7%
COCCCNC(=O)c1ccc2nc3ccccc3c(=O)n2c1	6%	-1%	1	-20	5%	-11	-5	-3%	?	0%
Cc1cccc2sc(NC(=O)[C@H](C)N3C(=O)C4CC=CCC4C3=O)nc12 (stereo partly drawn)	4%	4%	2	-8	10%	-9	-6	33%	?	-4%
COc1cc(OC)cc(C(=O)Nc2ccc3nc4n(c(=O)c3c2)CCCC4)c1	5%	0%	1	4	-3%	4	-3	11%	?	11%
CCOC(=O)C1=CN(Cc2cccc(F)c2)S(=O)(=O)N(C)C1c1ccccc1 (stereo not drawn)	7%[46.1 µM]	-1%	·	5	11%	-8	-14	·	-7%	·
Cc1ccc(NC2=NC(c3ccc(C)cc3)n3c(nc(C)cc3=O)N2)cc1 (stereo not drawn)	8%	-6%	0	-14	8%	4	-5	12%	?	2%
CC(=O)Nc1ccc(NC(=O)Cn2c(=O)n(-c3ccc(C)cc3)c(=O)c3oc4ccccc4c32)cc1	1%	0%	3	25	2%	7	-2	-5%	2%	-1%
Cc1ncc(N=Nc2ccc(F)cc2)c(-c2ccc(Cl)cc2)n1	-2%	-1%	-2	12	3%	8	-6	4%	-8%	-1%
O=c1ccc2ccc(O)cc2o1	-3%	·	5	-1	·	6	·	·	·	·
Cc1cccc(N2CCN(C(=O)CS(=O)(=O)Cc3nc(-c4ccccc4F)oc3C)CC2C)c1 (stereo not drawn)	3%	0%	-7	-3	-10%	-8	6	-7%	-4%	2%
CC1(C)CC2(CCO1)OC(=O)CC2C(=O)NCCc1ccccc1 (stereo not drawn)	1%	-2%	1	-8	-2%	0	0	0%	10%	-1%
Cc1c(C(=O)Nc2ccc(S(=O)(=O)N(C)C3CCN(C)CC3)cc2)oc2c(Cl)cccc12	4%	-1%	·	-3	-4%	18	-2	·	?	·
CN(C(=O)c1ccc(S(=O)(=O)N2CCOCC2)cc1)C1CCS(=O)(=O)C1 (stereo not drawn)	·	0%	·	-2	13%	-14	-1	·	3%	·
Cc1csc(NC(=O)c2cccc([N+](=O)[O-])c2C(=O)O)n1	·	-5%	1	3	9%	32[activator]	9	-8%	4%	2%
COc1ccccc1CNC(=O)CSc1nn2c(=O)c(C(C)(C)C)nnc2s1	-3%	-3%	-2	·	0%	1	-2	12%	24%	0%
CCCc1[nH]nc2c1C(c1ccc(OCCN3CCOCC3)c(OC)c1)C(C#N)=C(N)O2 (stereo not drawn)	2%	1%	1	-19	7%	-6	15	-21%	?	1%
CCOC(=O)C(=CNc1cc(C)ccc1-n1cccc1)C(=O)OCC	0%	0%	-3	6	5%	1	10	-11%	-5%	3%
O=c1cc(N2CCOCC2)[nH]c(=O)n1-c1ccc(Cl)cc1	0%	2%	0	-6	-7%	36[activator]	4	7%	?	3%
CCc1c(C)c2c(C)[nH]nc2oc1=O	-5%	-4%	-2	12	7%	12	10	-3%	0%	6%
Cc1ccc(C(=O)NCCc2csc(C)n2)cc1	1%	-19%	0	0	6%	?	-1	-4%	-15%	0%
COc1ccc(C2CC(c3cccs3)=NN2C(=O)CSc2nc(=O)n3cc(C)ccc3n2)cc1 (stereo not drawn)	2%	7%	·	37	-1%	3	0	·	3%	·
O=C(Cn1ncc2c(=O)oc3ccccc3c21)NCCC1=CCCCC1	1%	-5%	4	2	0%	6	18	9%	3%	-1%
CC(C)(C)Nc1nc(Oc2ccc(=O)n(-c3ccccc3)n2)nc(N2CCOCC2)n1	8%	-3%	1	-4	-5%	-4	9	1%	0%	0%
Cc1ccc(C(CNC(=O)C(=O)Nc2ccc3c(c2)OCCO3)N2CCN(C)CC2)cc1 (stereo not drawn)	2%	4%	·	11	3%	15	7	·	-10%	·
COc1cccc(/C=C2\SC(=S)N(C(Cc3ccccc3)C(=O)O)C2=O)c1 (stereo not drawn)	·	2%	2	-8	3%	13	3	22%	5%	-7%
Cc1ncc2c(n1)-c1cc(F)ccc1SC2	1%	-25%	-2	-1	2%	8	24	5%	-1%	-2%
CCOC(=O)CC1COCCN1C(=O)CCc1nnc(-c2ccsc2)o1 (stereo not drawn)	-9%	-13%	-3	1	0%	-7	18	4%	8%	5%
Cc1cc(C(F)(F)F)nc(CCNCc2c(C(=O)N3CCCC3)nc3ccccn23)n1	15%	-3%	2	19	-6%	4	5	4%	0%	4%
CC1C(=O)Nc2ccccc2N1C(=O)c1ccc(Cl)cc1 (stereo not drawn)	0%	-12%	0	3	-4%	-1	6	-6%	-3%	3%
CCCN(CC1CC1)C(=O)Nc1ccccc1C	0%	-2%	-3	-8	3%	9	-4	0%	-10%	-1%
